Bioassay records from PubChem BioAssay.
HIF activator: HIF pathway transcriptional activation; U2OS HRE-luciferase reporter, luminescence; normalized: DMSO 0%, desferrioxamine 100%; activation, % at 7.5 µM (by protocol); actives 0.32% (n = 300,000);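 active = mean activation of at least 10% of the iron chelator positive control signal, with at least half of replicates also reaching 10%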
MrgX1 ag: human MrgX1 receptor agonism, primary screen; MrgX1-HEK293 cells, Fluo-4 calcium fluorescence, agonist mode; stronger effect = higher value; B-score at 10 µM; Q96LB2; actives 0.44% (n = 310,000);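 active = calcium response B-score plate-corrected fluorescence ratio at least 3 library SD, with starting fluorescence B-score inside 5 SD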
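Assay system: stable human MrgX1 HEK293 cell line. Quantity: 15,000 cells per well. Schedule: cells plated overnight, dye loaded 0.5 h 37 °C, 0.5 h room temperature. Detection: Fluo-4 NW calcium-flux fluorescence, kinetic read. Read-out basis: peak-minus-minimum fluorescence over baseline, converted to B scores. Control set: positive and negative control wells on each plate.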
SKKanGAS inh: blocks kanamycin growth of S. pyogenes SKKanGAS strain. inhibition, % at 7.5 µM. AID 1662. BacTiter-Glo, 6 h. actives 1.3% (n = 300,000);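 active = mean replicate score, as percent of positive control median, at least 50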;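 note: strain carries kanamycin resistance gene driven by streptokinase promoter and grows in 40 µg/ml kanamycin; loss of luminescence reflects streptokinase promoter inhibition or plain growth inhibition; 0% = median of DMSO wells and 100% = positive control at its reference dose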
RGS4 inh: inhibitors of human RGS4 | HEK293 M3R/RGS4 inducible, Fluo-4 calcium flux; stronger effect = higher value; triggered by carbachol at its EC20 | B-score at 10 µM | actives 0.45% (n = 310,000) | AID 463165;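 active = B-score, a plate-corrected calcium signal, over three deviations above library mean, with baseline fluorescence within five deviations of library mean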;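 note: RGS4 expression induced by doxycycline in cells with stable M3 receptor; B-score is computed from the integrated fluorescence ratio over baseline after carbachol; higher B-score means a larger calcium signal and so more RGS4 inhibition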
Platelet DG rel: modulates dense granule release in human platelets | inhibition, %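 (compounds screened at 7.5 µM in platelet-rich plasma)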 | human platelet-rich plasma, SFLLRN dense granule ATP release, luminescence | actives 0.22% (n = 300,000);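 active = mean replicate score, as percent of positive control, at or above 50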
TRPC6 activator: activators of mouse TRPC6 channel; AID 2550; B-score at 10 µM; Q61143; actives 0.13% (n = 310,000); HEK293-TRPC6 membrane potential dye fluorescence; stronger effect = higher value;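 active = B-score of the integrated fluorescence ratio above library mean plus 3 SD, and starting fluorescence ratio within library mean plus 5 SD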;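 note: higher score means more depolarization so channel activation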
RGS4 act: potentiators or activators of RGS4. B-score at 10 µM. actives 0.92% (n = 310,000). HEK293 M3R/inducible RGS4, carbachol calcium flux Fluo4; stronger effect = lower value;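 active = B-score of the integrated calcium signal more than 4 SD below the library mean, with starting fluorescence not abnormally high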;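 note: negative B-score means reduced calcium response which marks RGS4 activation or potentiation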
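System: HEK293 FlpIn-TREx cells, stable M3R, doxycycline-inducible RGS4. Timing: overnight RGS4 induction, 30 min dye load 37 °C, 20 min compound RT. Also added: carbachol, ECmax concentration. Measured by: Fluo4 fluorescence kinetic imaging of calcium. Evaluation: integrated calcium ratio converted to B score.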
MrgX1 PAM: human MrgX1 positive allosteric modulation, primary screen; AID 588675; actives 0.63% (n = 310,000); B-score at 10 µM; Q96LB2; MrgX1-HEK293, Fluo-4 calcium flux, FDSS; stronger effect = higher value;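 active = plate-corrected calcium response at least 3 library SD above typical, normal starting fluorescence, not activating the receptor alone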;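 note: compound read alongside a low EC10 to EC30 dose of BAM8-22 agonist; peak minus trough fluorescence over baseline measured at the second addition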
MrgX1 antagonist: antagonists of human MrgX1 receptor | Q96LB2 | MRGX1-HEK293 calcium flux, Fluo-4, BAM8-22 antagonism; stronger effect = lower value | B-score at 10 µM | actives 1.3% (n = 310,000) | AID 588676;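 active = calcium-response B-score plate-corrected more than 3 library SD below zero, starting fluorescence within 5 deviations, no agonist response on first addition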;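 note: peak minus trough fluorescence over baseline after final BAM8-22 challenge near maximal dose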
TRPC6 inhibitor: blocks the mouse TRPC6 cation channel. Q61143. HEK293-TRPC6, membrane potential dye, ACh-evoked depolarization; stronger effect = lower value. B-score at 10 µM. actives 1.1% (n = 310,000). AID 2553;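 active = B-score under library mean minus 3 SD, initial fluorescence not abnormally high, positive integrated signal ratio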;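 note: B-score derived from integrated fluorescence ratio over the kinetic read; more negative B-score means stronger inhibition of depolarization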
TRPC4 inh: TRPC4 (mouse) channel inhibition; HEK293 TRPC4beta/mu-opioid, DAMGO-evoked Fluo4 calcium flux; stronger effect = lower value; AID 2247; B-score at 10 µM; actives 0.39% (n = 300,000);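 active = B-score over 3 SD under the library average, no early fluorescence shift, positive overall ratio signal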
Target sequence (Q9QUQ5 whole entry, looked up): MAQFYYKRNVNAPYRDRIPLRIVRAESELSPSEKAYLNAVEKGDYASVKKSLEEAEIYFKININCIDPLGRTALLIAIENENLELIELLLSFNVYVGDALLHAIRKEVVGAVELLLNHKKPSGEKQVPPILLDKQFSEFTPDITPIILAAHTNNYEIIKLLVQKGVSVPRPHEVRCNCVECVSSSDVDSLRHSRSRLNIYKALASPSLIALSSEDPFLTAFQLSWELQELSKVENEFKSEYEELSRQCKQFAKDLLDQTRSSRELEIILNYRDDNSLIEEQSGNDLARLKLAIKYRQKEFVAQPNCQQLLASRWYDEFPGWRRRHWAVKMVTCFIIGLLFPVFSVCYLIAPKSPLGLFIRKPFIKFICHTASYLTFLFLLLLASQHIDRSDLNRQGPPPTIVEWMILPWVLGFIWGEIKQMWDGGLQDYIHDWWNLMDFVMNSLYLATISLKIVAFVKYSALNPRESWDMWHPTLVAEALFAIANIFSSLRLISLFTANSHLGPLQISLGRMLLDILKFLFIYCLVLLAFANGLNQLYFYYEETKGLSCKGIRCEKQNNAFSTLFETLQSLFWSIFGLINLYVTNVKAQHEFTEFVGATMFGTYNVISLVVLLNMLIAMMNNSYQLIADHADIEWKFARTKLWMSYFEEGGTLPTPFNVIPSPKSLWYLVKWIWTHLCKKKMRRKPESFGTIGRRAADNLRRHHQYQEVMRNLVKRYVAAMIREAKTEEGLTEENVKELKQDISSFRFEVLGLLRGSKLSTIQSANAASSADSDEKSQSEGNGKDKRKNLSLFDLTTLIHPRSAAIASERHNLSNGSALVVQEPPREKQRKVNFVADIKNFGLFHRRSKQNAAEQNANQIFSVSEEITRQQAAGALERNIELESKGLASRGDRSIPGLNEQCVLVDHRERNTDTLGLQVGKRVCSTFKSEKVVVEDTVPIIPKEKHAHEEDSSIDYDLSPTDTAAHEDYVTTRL
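System: stable TRPC4beta/mu-opioid receptor HEK293 cells; Dosing: single-point compound dosing; Measured by: Fluo4 Ca2+ flux fluorescence; Read-out basis: per-well B score of integrated baseline-normalized Fluo4 ratio.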
An asterisk follows results filed as active; i = inactive; . = no result given.

Sequence of screens: HIF activator, MrgX1 ag, SKKanGAS inh, RGS4 inh, Platelet DG rel, TRPC6 activator, RGS4 act, MrgX1 PAM, MrgX1 antagonist, TRPC6 inhibitor, TRPC4 inh
1: CCOc1ccc2[nH]c3c(NCCN(CC)CC)ncnc3c2c1
  -0.6, i, -2.5, i, -1.1, i, i, i, i, i, i
2: O=C(N/N=C/c1ccc([N+](=O)[O-])s1)C(O)c1ccccc1 (stereo not drawn)
  -0.4, i, 9.5, i, -1.0, i, i, i, i, i, i
3: O=C(COC(=O)c1nn(-c2ccccc2C(F)(F)F)cc1O)c1ccc(OC(F)F)cc1
  0.2, i, -6.6, i, -1.4, i, i, i, i, i, i
4: CC12CCCCC1(O)[N+](=O)C1=C(CCCC1)N2[O-] (stereo not drawn)
  -0.4, i, 4.2, i, 0.9, i, i, i, i, i, i
5: COC(=O)COc1ccc(S(=O)(=O)N2CCOCC2)cc1
  -0.5, i, 0.8, i, -0.7, i, i, i, i, i, i
6: CCOC(=O)C1=C(C)NC(=O)C1(NC(=O)c1cccnc1)C(F)(F)F (stereo not drawn)
  -0.4, i, -4.9, i, -11.2, i, i, i, i, i, i
7: O=C(N1CCNCC1)N1CCOCC1
  -0.3, i, -1.8, i, ., i, i, i, i, i, i
8: CCc1nnc(NC(=O)CCC(=O)N2CCN(Cc3ccc(Cl)cc3)CC2)s1
  -0.2, i, -23.7, i, 2.7, i, i, i, i, i, i
9: Cc1ccc(OCC(=O)OCC(=O)c2cccc([N+](=O)[O-])c2)cc1C
  -0.6, i, -11.3, i, -5.5, i, i, i, i, i, i
10: O=C(NCc1cc2ccccc2[nH]1)C1CCC(=O)N(CCCN2CCCC2=O)C1 (stereo not drawn)
  0.2, i, 2.9, i, -3.6, i, i, i, i, i, i
11: CC(C)Oc1ccc(C(=O)N2CCCc3ccccc32)cc1
  1.0, i, 5.2, i, -6.4, i, i, i, -6.27*, i, i
12: CC(=O)NCCC(=O)Nc1cc(S(=O)(=O)N2CCCCC2)ccc1N1CCN(C)CC1
  -0.2, i, -5.5, i, -6.1, i, i, i, i, i, i
13: Cc1nc(CC(=O)NNS(=O)(=O)c2ccc3ccccc3c2)cs1
  -0.2, i, 1.5, i, 15.4, i, i, i, i, i, i
14: CCN1CCN(CCOc2cccc(Oc3ccccc3)c2)CC1
  0.0, i, 1.1, i, 0.2, i, i, i, i, i, i
15: CCOC(=O)C(=CN(CCc1ccccc1)CC(=O)OC)C(=O)OCC
  0.5, i, 1.1, i, 0.3, i, i, i, i, i, i
16: N#Cc1ccc(-c2ccc(OCC3CNC(=O)O3)cc2)cc1 (stereo not drawn)
  0.5, i, 3.4, i, 6.2, i, i, i, i, i, i
17: O=C(NCc1nc2ccccc2[nH]1)c1cccc(S(=O)(=O)N2CCOCC2)c1
  -0.1, i, 6.2, i, 0.1, i, i, i, i, i, i
18: Cc1ccc(Cl)cc1NC(=O)COC(=O)CC(C)(C)C
  -0.7, i, -2.6, i, -10.5, i, i, i, i, i, i
19: COc1ccc([N+](=O)[O-])cc1N(CC(=O)NCCCOC(C)C)S(C)(=O)=O
  -0.2, i, 5.4, i, 0.8, i, i, i, i, i, i
20: COc1ccc(N2CCc3c(C)nc4c(OC)cc(OC)cc4c32)cc1
  1.0, i, -0.3, i, -2.4, i, i, i, i, -5.72*, i
21: CCOC(=O)N1CCN(C(=O)c2c(Cl)cnn2C)CC1
  -0.4, i, -0.1, i, -1.6, i, i, i, i, i, i
22: Cc1oc2c(O)c(O)ccc2c(=O)c1-c1ccccc1
  0.2, i, 0.9, i, -29.4, i, i, i, i, i, i
23: CN1CC(=O)N(CC(=O)Nc2ccc3c(c2)CCC3)C1=O
  0.3, i, -5.1, i, -2.1, i, i, i, i, i, i
24: O=C(Nc1ccncc1)C1CC(=O)N(c2ccc(F)cc2)C1 (stereo not drawn)
  -0.2, i, -5.1, i, 5.3, i, i, i, i, i, i
25: C=CCNc1nc(C(=O)OCC(=O)c2ccc(Cl)cc2)cs1
  -16.3, i, -10.5, i, -5.4, i, i, i, i, i, i
26: Cc1ccc(N2C(=O)NC(NC(=O)c3ccc(Cl)cc3)(C(F)(F)F)C2=O)cc1 (stereo not drawn)
  -0.1, i, 1.0, i, -9.3, i, i, i, i, i, i
27: CCCCSC(=S)NC1CCS(=O)(=O)C1 (stereo not drawn)
  -0.5, i, 1.3, i, 2.5, i, i, i, i, i, i
28: O=C(N1CCCCC1)N1CCN(c2ccc(Cl)cc2)CC1
  -33.9, i, -0.6, i, 2.1, i, i, i, i, i, i
29: CCSC1=N/C(=C\c2ccccc2)C(=O)N1c1ccc(OC)cc1
  -0.1, i, -2.9, i, 1.5, i, i, i, i, i, i
30: CCOc1cc(N2CCOCC2)c(OCC)cc1NC(=O)COC(=O)CCOc1cc(C)ccc1C
  1.0, i, -1.8, i, 0.9, i, i, i, i, i, i

Carrying on:
Sequence of screens: HIF activator, MrgX1 ag, SKKanGAS inh, RGS4 inh, Platelet DG rel, TRPC6 activator, RGS4 act, MrgX1 PAM, MrgX1 antagonist, TRPC6 inhibitor, TRPC4 inh
31: COc1cc(C(=O)c2nccc3cc(OC)c(OC)cc23)c([N+](=O)[O-])cc1OC
  -1.0, i, 2.5, i, -11.2, i, i, i, i, i, i
32: CCOc1ccc(-n2c(N)c(-c3nc4ccccc4n3C)c3nc4ccccc4nc32)cc1
  0.0, i, 48.8, i, -32.0, i, i, i, i, i, i
33: COc1ccccc1OCc1ccc(C(=O)OCC2CCCO2)o1 (stereo not drawn)
  0.5, i, -2.4, i, -1.3, i, i, i, i, i, i
34: Cc1[nH]ccc(=O)c1OC1OC(CO)C(O)C(O)C1O (stereo not drawn)
  -0.9, i, 5.1, i, 2.1, i, i, i, i, i, i
35: O=C(Nc1ccccc1)[C@@H]1[C@@H]2C(=O)N(c3ccc(F)cc3)C(=O)[C@@H]2[C@H]2C=CC=NN21
  1.1, i, 1.8, i, 6.0, i, i, i, i, i, i
36: Cc1nc(NC(=O)c2ccccc2)sc1-c1csc(NCc2ccco2)n1
  0.6, i, 20.3, i, -3.3, i, i, i, i, i, i
37: COc1ccc(/C=C(\NC(=O)c2ccccc2)C(=O)NCCN2CCOCC2)cc1OC
  -0.4, i, 1.3, i, 3.6, i, i, i, i, i, i
38: CCn1cc(C(=O)N2CCN(c3ccccc3F)CC2)c(=O)c2ccc(C)nc21
  -0.1, i, -1.5, i, 26.3, i, i, i, i, i, i
39: COc1ccc(OC)c(-n2c(=S)[nH]c3c(sc(=S)n3-c3ccccc3C)c2=O)c1
  -0.6, i, 2.2, i, -1.9, i, i, i, i, i, i
40: CCN(Cc1cc2ccccc2[nH]c1=O)S(=O)(=O)c1ccccc1
  -0.2, i, -2.2, i, -2.2, i, i, i, i, i, i
41: COC(CN(C)C(=O)C1CCC(CNS(=O)(=O)c2ccc(C)cc2)CC1)OC (stereo not drawn)
  -1.7, i, -0.8, i, 2.3, i, i, i, i, i, i
42: CCC(C)NC(=O)CSc1nc2ccc(N3CCOCC3)cc2c(=O)n1CCc1ccccc1 (stereo not drawn)
  -0.1, i, 17.1, i, -2.8, i, i, i, i, i, i
43: CC1(C)CC(N2CCCC2)=CC(=[N+]2CCCCCC2)C1
  0.2, i, -18.5, i, -8.3, i, i, i, i, i, i
44: O=C(NN1C(=O)C2C3C=CC(C4CC34)C2C1=O)c1cccc(Cl)c1 (stereo not drawn)
  0.3, i, -2.6, i, -6.5, i, i, i, i, i, i
45: CSc1cccc(NS(=O)(=O)c2ccc3c(c2)CCN3C(C)=O)c1
  0.0, i, -4.2, i, 3.1, i, i, i, i, i, i
46: CNC(=S)Nc1ccc2nc(C)oc2c1
  -0.7, i, -1.0, i, -1.2, i, i, i, i, i, i
47: CCOC(=O)c1cnn(-c2nc(-c3ccccc3)nc3c2COC(C)(C)C3)c1N
  0.0, i, 36.3, i, -4.0, i, i, i, i, i, i
48: COc1cc(CC(=O)Nc2nc(C)cs2)cc(OC)c1OC
  0.5, i, -7.0, i, 2.7, i, i, i, i, i, i
49: COCCCN1C(=O)c2ccc(C(=O)Nc3ccc(OC)cc3OC)cc2C1=O
  -0.3, i, -4.2, i, -9.6, i, i, i, i, i, i
50: O=C(CCc1c[nH]c2ccccc12)NCc1ccncc1
  -0.3, i, 0.7, i, 2.4, i, i, i, i, i, i
51: O=C(CCCn1c(SCC(=O)c2ccc(F)cc2)nc2ccccc2c1=O)NCc1ccccc1
  0.3, i, -4.4, i, 4.3, i, i, i, i, i, i
52: Cc1cc(C)nc(NS(=O)(=O)c2ccc(NC(=O)c3cc4c(=O)n5cccc(C)c5nc4n3C)cc2)n1
  -0.2, i, 10.1, i, 6.6, i, i, i, i, i, i
53: CC(=O)C1=C(O)CC(C)(C)CC1=NCCc1nc2ccccc2[nH]1
  -0.1, i, -17.3, i, -10.0, i, i, i, i, i, i
54: COC(=O)c1ccccc1NC(=O)C(C)n1nc(C)c2c(C)n(-c3ccccc3)nc2c1=O (stereo not drawn)
  -6.7, i, 28.4, i, 32.8, i, i, i, i, i, i
55: C=CCOc1ccc2nnc(C)n2n1
  -0.5, i, -3.0, i, -4.0, i, i, i, i, i, i
56: O=C(Nc1ccc2oc(-c3cccnc3)nc2c1)c1ccc(Br)o1
  -0.3, i, -8.7, i, -12.7, i, i, i, i, i, i
57: CCCN1CCN(C(=O)CCNC(=O)Cn2cnc3ccccc3c2=O)CC1
  0.0, i, 15.2, i, 1.0, i, i, i, i, i, i
58: COc1ccccc1CCC(=O)N(C)C1CCCN(Cc2ccccc2F)C1 (stereo not drawn)
  -1.0, i, 3.2, i, 0.8, i, i, i, i, i, i
59: CS(=O)(=O)N(CC(N)=O)c1cccc(Br)c1
  -0.3, i, -14.9, i, -8.7, i, i, i, i, i, i
60: CCc1ccccc1NC(=S)N(CCN(C)C)C(C)c1ccccn1 (stereo not drawn)
  -0.4, i, -9.2, i, -1.5, i, i, i, i, i, i
61: CC(=O)ON1C(C)(C)Cc2noc(N)c2C1(C)C
  0.0, i, -2.9, i, 15.3, i, i, i, i, i, i
62: COc1ccc(OC)c(NC(=O)CCc2nnc3ccc(N4CCC(C)CC4)nn23)c1
  -0.3, i, 3.8, i, 1.4, i, i, i, i, i, i
63: Cc1ccc(/C=C2\NC(=S)NC2=O)cc1[N+](=O)[O-]
  0.1, i, -1.0, i, -2.1, i, i, i, i, i, i
